Screening data deposited in PubChem by National Center for Advancing Translational Sciences (NCATS).
RXFP1 antag: blocks the human relaxin receptor RXFP1. hit rate 0.59% among 350,000. HEK293-RXFP1, relaxin-stimulated cAMP HTRF, 30 min; stronger effect = lower value. Q9HBX9. AID 1259400. activity change, negative = inhibition, % at 57.5 µM;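 active means activity change of -60% or lower, but not beyond a set lower limit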; further: on the % scale 0 is the no-effect control and ±100 the full control effect
TRHR PAM: allosteric enhancers of human TRH receptor. P34981. TRHR cells, fluo-8 calcium fluorescence, EC20 TRH enhancement. enhancement, % at 2 µM. hit rate 0.66% among 360,000. AID 493056; in the data active means enhancement above about 30%; further: 0% is about no effect
Target sequence (P34981 whole entry, looked up): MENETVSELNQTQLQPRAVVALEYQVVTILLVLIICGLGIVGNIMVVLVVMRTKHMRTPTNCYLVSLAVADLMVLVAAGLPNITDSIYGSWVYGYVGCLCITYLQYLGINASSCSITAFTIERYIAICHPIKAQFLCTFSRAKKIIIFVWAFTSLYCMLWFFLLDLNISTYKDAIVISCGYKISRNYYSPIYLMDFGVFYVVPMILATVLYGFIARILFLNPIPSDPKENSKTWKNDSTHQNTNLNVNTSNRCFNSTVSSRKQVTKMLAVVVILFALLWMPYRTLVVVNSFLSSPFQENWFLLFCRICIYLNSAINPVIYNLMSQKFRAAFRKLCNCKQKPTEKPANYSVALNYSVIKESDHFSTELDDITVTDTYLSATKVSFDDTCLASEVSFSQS
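Enhancer read-out: after compound pinning and an initial kinetic agonist-mode read, an EC20 of TRH (10 nM final) was injected and fluo-8 calcium signal (Ex 480/Em 530) followed at 1 s/cycle for 100 cycles in TRHR-expressing cells.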
D2 antag: D2 dopamine receptor (human) antagonism | P14416 | HEK293 TREx D2 cells, calcium flux, dopamine EC80 | inhibition, % at 10 µM | hit rate 2% among 340,000; in the data active means inhibition above about 30%; further: 0% is about no effect
Target sequence (P14416 whole entry, looked up): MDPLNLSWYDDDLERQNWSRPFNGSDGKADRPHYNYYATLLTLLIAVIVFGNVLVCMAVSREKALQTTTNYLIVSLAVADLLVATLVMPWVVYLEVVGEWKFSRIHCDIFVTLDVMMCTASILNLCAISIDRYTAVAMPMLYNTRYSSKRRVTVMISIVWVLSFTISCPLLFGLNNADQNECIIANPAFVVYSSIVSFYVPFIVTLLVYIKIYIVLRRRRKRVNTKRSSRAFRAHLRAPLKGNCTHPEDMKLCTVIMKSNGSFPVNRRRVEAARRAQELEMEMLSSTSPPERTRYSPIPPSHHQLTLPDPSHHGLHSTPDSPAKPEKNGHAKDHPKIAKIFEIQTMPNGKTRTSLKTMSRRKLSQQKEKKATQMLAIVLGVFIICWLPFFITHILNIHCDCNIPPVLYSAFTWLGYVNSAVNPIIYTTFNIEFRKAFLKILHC
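Inhibition of EC80 dopamine-driven calcium flux, recorded kinetically, defines activity here; cells are a tetracycline-induced HEK293 T-REx line expressing force-coupled D2.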
D1 antagonist: blocks dopamine activation of the human D1 receptor; P21728; HEK293 TREx D1 cells, calcium flux, dopamine EC80; stronger effect = lower value; activity change, negative = inhibition, % at 10 µM; hit rate 3.2% among 360,000; in the data active means activity change below about -30%; further: on the % scale 0 is the no-effect control and ±100 the full control effect
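Compound effects on dopamine-evoked calcium signalling were measured in tetracycline-induced HEK293 Trex D1 cells. Dopamine at EC80 followed a 180 s compound pre-read, and fluorescence was tracked kinetically for 180 s more.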
TRHR ag: activates the human TRH receptor. P34981. TRHR cells, calcium flux fluo-8, FDSS agonist mode. activation, % at 2 µM. hit rate 0.18% among 360,000. AID 493084; further: 0% is about no effect
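TRHR-expressing cells loaded with fluo-8 calcium dye; 23 nL library compound pin-transferred, kinetic FDSS fluorescence (Ex 480/Em 530) recorded about 180 s for agonist-induced calcium release, before a 10 nM TRH EC20 addition for potentiator mode.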
D2 agonist: activates the human D2 dopamine receptor | P14416 | HEK293 T-REx D2 cells, calcium flux agonist mode | activation, % at 2 µM | hit rate 0.53% among 340,000;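 active means activation over 3 SD above normal in the single-dose calcium agonist read, cut at about 30% in these data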; further: 0% is about no effect
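Tetracycline-induced HEK293 T-REx cells with force-coupled D2 receptor, plated overnight at 30 C, loaded with no-wash calcium dye. After a 10 s baseline, compound was pin-added and calcium flux read kinetically for 180 s; calcium rises flagged agonists.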
D2 potentiator: positively modulates the human D2 dopamine receptor allosterically; AID 485347; hit rate 0.34% among 340,000; P14416; potentiation, % at 10 µM; HEK293 T-REx D2, calcium flux, EC20 dopamine potentiation;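 active means potentiation over 3 SD above the plate norm, cut at about 30% in these data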; further: 0% is about no effect
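Tetracycline-induced Hek293 Trex D2 cells, force-coupled to calcium, loaded with no-wash calcium dye. Compound added with 180 s kinetic read for agonism, then EC20 dopamine and a further 180 s read for potentiation.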
D1 ag: human D1 receptor agonism; activation, % at 2 µM; hit rate 1% among 360,000; HEK293 T-REx D1 cells, calcium flux, agonist mode; P21728; further: 0% is about no effect
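Tetracycline-induced HEK293 TREx D1 cells, force-coupled to calcium signalling, were dye-loaded with a no-wash calcium kit. Compound was pin-added after a 10 s baseline. Fluorescence was read kinetically at 1 cycle/s for 180 s, with calcium rises flagged as agonism.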
D1 PAM: enhances dopamine response at the human D1 receptor. AID 504651. potentiation, % at 10 µM. P21728. HEK293 TREx D1 cells, calcium flux, dopamine EC20 potentiation. hit rate 0.036% among 360,000; in the data active means potentiation above about 30%; further: 0% is about no effect
An asterisk follows results filed as active; x = no result given. Unless noted, no stated cut-off is given here; in the data, active means activation above about 30%; inactive means the rest.

SMILES	RXFP1 antag	TRHR PAM	D2 antag	D1 antagonist	TRHR ag	D2 agonist	D2 potentiator	D1 ag	D1 PAM
COCCNC(=O)CCC1CCN(Cc2ccc(-c3ccccc3)cc2)CC1	-12.2	-8.0	5.0	2.5	0.3	-0.8	-3.6	9.2	-3.4
CCCCSc1nnc(CCC)n1N	-5.1	0.8	x	2.3	-0.1	x	10.7	-2.1	-5.0
O=C(Cc1ccc(Cl)cc1)SCc1ccccc1	x	4.5	-17.3	x	-0.5	14.9	3.0	0.4	-1.4
CCc1ccc(-c2n[nH]c(=O)c3ccccc23)cc1	-0.1	-4.2	-9.2	-12.8	-0.8	0.1	1.1	0.1	-2.6
Cc1cc(C)n(C(=O)CN2C(=O)CCC2=O)n1	0.1	2.0	-14.8	3.3	0.2	0.1	-2.7	1.1	-1.4
CCOc1ccccc1NC(=S)NC(=O)C1CCCCC1	-8.0	2.6	-12.0	13.3	0.2	0.8	5.6	2.8	18.1
CCc1ccccc1NC1=NCC(=O)N1Cc1ccc(OC)cc1	7.1	-12.5	-12.2	6.3	-1.8	1.2	5.6	0.0	8.7
O=C(O)c1ccc2c(c1)N(Cc1ccccc1F)C(=O)c1ccccc1S2=O (stereo unspecified)	x	-2.8	-10.2	-6.4	0.2	1.3	-6.9	-2.4	-0.8
COC(=O)C1CN(C(=O)c2cccc(OC(F)F)c2)c2ccccc2O1 (stereo unspecified)	-0.4	0.1	8.7	-4.9	-1.6	-1.5	-0.4	7.9	x
C#CCOCCOCCOCCNc1nc(N2CCN(C(=O)Cn3cc(CCCN=C(N)N)nn3)CC2)nc(N2CCN(C(=O)[C@H](CCCCN)n3cc(CCCC)nn3)CC2)n1	x	4.8	13.6	-13.4	0.2	0.2	-5.4	3.2	-7.0
O=C(CS(=O)CC(=O)Nc1cccnc1)Nc1ccc(F)cc1 (stereo unspecified)	-20.7	-2.2	-4.4	1.8	1.7	2.2	-6.7	2.6	-4.8
CC1CC(CCN)(c2ccccc2)C(C)CN1C (stereo unspecified)	-9.6	-1.8	x	-15.7	0.3	x	x	-0.1	-3.0
COc1ccc(N/N=C(\C#N)C(=N)N2CCOCC2)cc1	-3.9	2.8	-12.9	6.0	-0.2	0.4	x	1.9	-0.1
CC1=NN(C(=O)Cc2ccccc2)C(O)(c2cccnc2)C1 (stereo unspecified)	-18.0	-0.5	11.2	-4.2	-0.9	-0.6	13.4	0.7	-0.4
COc1ccc(/C=C/C(=O)Nc2c(C)nn(C)c2C)cc1COc1ccc(Br)cc1	-16.6	-3.1	-29.3	9.1	0.6	0.4	-2.3	1.9	-13.3
O=C(NCCS(=O)(=O)c1ccc(Br)cc1)c1ccc(Cl)cc1Cl	6.4	-1.0	9.2	-39.1*	-0.6	-1.2	6.8	0.9	-7.7
Cc1onc(-c2ccccc2)c1C(=O)Nc1ccc2c(c1)OCO2	-2.0	-2.7	-16.0	3.2	-0.3	-0.2	-1.9	3.0	-1.1
Cc1ccsc1CN(C(=O)COc1ccccc1Cl)C1CCS(=O)(=O)C1 (stereo unspecified)	-5.0	1.7	x	-4.8	-0.1	2.3	-10.6	1.3	-1.4
COc1cc(NC(=O)c2cccs2)c(C(=O)OCC(=O)NCc2ccccc2)cc1OC	6.8	-3.0	0.9	-20.0	-0.6	-0.5	-7.8	1.3	-6.9
COc1ccc(S(=O)(=O)CCC(=O)Nc2cc(C)ccc2OC)cc1	-2.9	-1.3	7.9	-4.6	-0.9	-1.3	-5.4	1.9	-1.3
CC1CCCCN1C(=O)COC(=O)c1cc(-c2cccs2)nn1-c1ccccc1 (stereo unspecified)	5.8	-0.2	-30.2	-3.6	0.0	0.8	-3.9	0.0	-2.5
CC(=O)N1c2ccc(S(=O)(=O)NCCC(=O)Nc3cccc(Cl)c3)cc2CC1C (stereo unspecified)	14.2	-3.4	12.3	1.9	0.0	0.1	-23.7	0.8	-8.3
O=C(COC(=O)c1ccc2c(c1[N+](=O)[O-])C(=O)c1ccccc1C2=O)NC1CC1	-2.3	0.2	-2.1	-4.6	-0.1	0.6	17.6	-0.1	-2.6
COc1ccccc1NC(=O)COC(=O)c1ccccc1C(=O)N1CCN(c2ccccc2)CC1	-2.9	-2.3	13.8	0.9	0.1	3.1	-13.7	3.7	-2.1
Cc1ccc(S(=O)(=O)N2CCN(C(=O)N(C)C)CC2)cc1	2.2	1.3	6.8	-0.4	0.1	0.6	13.2	-0.3	-2.7
O=C(c1cc(COc2ccc(F)cc2F)on1)N1CCCC(c2ccccc2)C1 (stereo unspecified)	-16.9	-2.5	-1.7	-14.7	0.4	7.1	-6.7	14.4	-4.9
CCOC(=O)c1cc2c(ccn2C)n1CC(=O)Nc1ccc(F)cc1	-3.9	4.6	7.7	13.3	-1.8	-0.8	5.0	-0.3	1.9
FC(F)(F)c1ccccc1NC(=S)N/N=C1\CC2CC=CC12 (stereo unspecified)	-11.7	7.3	27.7	-24.6	-1.4	1.7	9.1	6.6	10.2
CN(CC(=O)Nc1ccc(F)cc1)C(=O)c1cc([N+](=O)[O-])ccc1N1CCOCC1	2.5	8.0	7.9	31.7	-0.4	-0.5	15.1	-0.4	6.3
CS(=O)(=O)N1CCCc2cc(C(=O)Nc3cccc(C(F)(F)F)c3)ccc21	-16.8	-0.1	x	-17.0	-1.8	-0.6	-10.1	1.5	0.8
O=C(Nc1nccs1)C1CCCN(S(=O)(=O)c2cccnc2)C1 (stereo unspecified)	0.8	7.3	-8.4	5.7	1.3	-0.6	-2.2	3.5	x
Nc1cc([N+](=O)[O-])ccc1N1C(=O)CCCC1=O	5.8	-8.6	12.9	-5.3	0.6	1.2	9.3	1.7	-3.0
Cc1ccc(C)c(N2CCN(S(=O)(=O)c3ccc4c(c3)CCC(=O)N4)CC2)c1	x	3.0	6.1	5.5	0.4	0.5	-5.4	2.6	8.6
CCc1cccc(NS(=O)(=O)c2ccc3c(c2)N(C)CCO3)c1	-37.6	-0.2	1.8	-5.8	0.0	0.1	0.5	6.0	-3.9
CCN(CC)S(=O)(=O)c1cccc(NC(=O)COC(=O)/C=C/c2ccco2)c1	x	-1.1	0.7	-15.8	0.3	-0.2	2.8	17.9	0.3
CC1=C(C#N)C(NC(=O)c2ccccc2)(C(F)(F)F)C(=O)N1 (stereo unspecified)	x	0.5	x	0.1	0.3	x	-4.5	0.1	-0.8
O=C(COc1coc(CN2CCc3ccccc32)cc1=O)Nc1ccccc1	-13.6	-2.1	2.8	-14.8	-0.8	-1.4	5.3	2.0	-3.3
CCn1c(SCC(=O)NCCCN2CCCC2=O)nnc1-c1cccc(C)c1	-1.1	-5.1	3.1	1.5	0.0	0.5	23.1	5.0	-3.1
O=C(CSc1nnc(SCc2cccc3ccccc23)s1)N=Nc1c(O)[nH]c2ccccc12	x	1.7	12.3	-3.6	0.8	-0.5	-2.3	1.3	-6.6
CCN1CCN(c2nc(C)c3c(n2)CC(C)CC3=O)CC1 (stereo unspecified)	6.0	4.4	3.0	-26.7	0.0	-0.4	-4.0	4.9	0.6

Reprinted at random: 3 compounds from above, in no set order.
SMILES	RXFP1 antag	TRHR PAM	D2 antag	D1 antagonist	TRHR ag	D2 agonist	D2 potentiator	D1 ag	D1 PAM
Nc1cc([N+](=O)[O-])ccc1N1C(=O)CCCC1=O	5.8	-8.6	12.9	-5.3	0.6	1.2	9.3	1.7	-3.0
CCn1c(SCC(=O)NCCCN2CCCC2=O)nnc1-c1cccc(C)c1	-1.1	-5.1	3.1	1.5	0.0	0.5	23.1	5.0	-3.1
O=C(Nc1nccs1)C1CCCN(S(=O)(=O)c2cccnc2)C1 (stereo unspecified)	0.8	7.3	-8.4	5.7	1.3	-0.6	-2.2	3.5	x

(continued)
SMILES	RXFP1 antag	TRHR PAM	D2 antag	D1 antagonist	TRHR ag	D2 agonist	D2 potentiator	D1 ag	D1 PAM
C1CCCN(CCCCN2CCCCCC2)CC1	-2.2	0.2	19.5	-0.3	-0.1	-0.5	7.0	2.2	-5.3
CCN(CC(=O)NCc1ccc(Cl)cc1)C(=O)COc1ccc(Cl)cc1Br	-9.0	-1.3	11.1	3.0	-0.8	-0.2	12.0	18.5	1.2
N#CCCN(CCC#N)S(=O)(=O)c1ccc(C(=O)Nc2nc(-c3ccccc3)c(C(=O)c3ccccc3)s2)cc1	-0.5	1.7	-0.3	-19.9	-0.4	-0.2	11.1	2.4	2.2
CCOC(=O)c1c(NC(=O)COC(=O)c2nccnc2N)sc2c1CCC2	3.2	4.8	9.2	6.8	0.5	0.4	12.0	1.7	-2.6
COCCN(Cc1cc2cccc(C)c2[nH]c1=O)C(=O)c1ccccc1	4.3	3.0	-0.3	1.2	0.0	-0.4	-9.7	-3.4	-3.4
CCCC1C(C(=O)OCC)=C(C)NC(C)=C1C(=O)OCC	4.3	-2.0	5.3	-50.0*	0.3	1.8	-7.2	1.6	-19.2
CC(OC(=O)CN1C(=O)NC2(CCCC2)C1=O)C(=O)Nc1cccc(Cl)c1Cl (stereo unspecified)	-10.1	1.7	-15.9	-51.2*	0.7	-0.2	10.9	1.4	-10.7
O=C(O)c1csc(-n2nc(-c3ccccc3)cc2C(F)(F)F)n1	1.8	11.9	47.9*	0.8	0.0	-0.3	15.4	1.0	3.8
O=C(Cn1nnc2c(cnn2-c2ccc(F)cc2)c1=O)c1ccccc1F	3.0	2.2	-17.2	-6.2	0.7	1.4	-8.7	3.3	-6.1
COc1cc(C(=O)NCc2nnc(SCC(=O)Nc3nccs3)o2)cc(OC)c1OC	14.8	-2.6	-31.9	-5.2	0.2	0.3	3.6	2.9	-0.8
COc1ccc(/C=C2\C(=O)NC(=S)N2C(=O)c2ccc(F)cc2)cc1	-23.4	-0.7	-5.1	10.5	24.1	17.6	-4.6	111.8*	-6.2
Cc1ccc(C(=O)NN2C(=O)CSC2=S)cc1	7.7	7.7	-6.3	9.7	-0.3	0.2	-5.2	0.0	-5.0
Clc1ccc(-c2nn3c(C4COc5ccccc5O4)nnc3s2)cc1 (stereo unspecified)	-6.1	2.7	-4.1	-17.6	0.8	2.1	12.9	2.6	-11.8
Cc1ccc(S(=O)(=O)Nc2ccc(O)c(S(=O)(=O)c3ccc(C)cc3)c2)cc1	-10.6	3.6	-5.0	-13.1	-0.2	-0.1	1.8	1.7	-2.0
O=C(CN1CCC(n2nnc3cc(F)ccc32)CC1)NCCc1nc2ccccc2[nH]1	-0.4	-7.2	-4.6	1.2	-0.6	0.1	-15.1	1.2	-3.8
O=C(O)CCc1ccc(-c2cccs2)n1NC(=O)c1ccc(Cl)cc1Cl	18.3	1.2	-8.6	-6.3	1.2	1.4	-14.3	1.2	2.7
O=C(c1ccccc1)N1CCN(c2n[nH]c(=O)[nH]c2=O)CC1	4.2	-1.6	-7.1	-24.6	0.2	0.3	-8.8	1.0	-6.0

Results in D1 antagonist, D2 antag and TRHR PAM, for some of the entries so far:
Structure	D1 antagonist	D2 antag	TRHR PAM
Cc1ccc(C(=O)NN2C(=O)CSC2=S)cc1	9.7	-6.3	7.7
Clc1ccc(-c2nn3c(C4COc5ccccc5O4)nnc3s2)cc1 (stereo unspecified)	-17.6	-4.1	2.7
Cc1ccc(S(=O)(=O)Nc2ccc(O)c(S(=O)(=O)c3ccc(C)cc3)c2)cc1	-13.1	-5.0	3.6
